Myeloid diff 2: induction of myeloid progenitor differentiation, primary screen, cell-based, flow cytometry, MLPCN library; ER-HoxA9 myeloid progenitors, lysozyme-GFP differentiation; calls only at 10 µM; 1% of 360,000 active; AID 624256, 2012;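 active = normalized GFP-positive differentiation at or above the plate's own cutoff, the solvent-only control mean plus 3 SD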;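 note: cells exposed to compound for four days before flow analysis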
GPR55 LPI antagonism: GPR55 antagonists blocking LPI-driven arrestin recruitment, primary screen, imaging, U2OS, beta-arrestin-GFP, LPI agonist (AID 2013); G-protein coupled receptor 55 (Homo sapiens); U2OS GPR55 beta-arrestin-GFP translocation imaging, LPI antagonism; higher % means a stronger effect; inhibition, % at 10 µM, or IC50 in µM where a hit was titrated; 0.13% of 290,000 active;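 active = spots per cell inhibited over 60%, with over 100 cells counted and total cytoplasm intensity under 500,000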;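 note: U2OS cells stably carrying GPR55 and arrestin-GFP stimulated by 5 µM LPI near EC80; imaged beta-arrestin-GFP aggregate spots per cell after agonist stimulation; plate controls were LPI-stimulated DMSO wells for no effect and DMSO wells without LPI for full effect; some results filed as inactive read as strong as hits; confirmed hits need IC50 under 10 µM and bright autofluorescent wells are also inconclusive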
HIV peptide binding: inhibitors of HIV fusion peptide binding, primary screen, biochemical, uHTS, fluorescence dequenching (AID 1986); 0.3% of 290,000 active; inhibition, % at 20 µM; hits with a dose series show IC50 in µM; cell-free peptide binding, fluorescence dequenching, 30 min; higher % means a stronger effect; in the data active = inhibition mostly above about 52%, no sharp cut-off; inactive = mostly below about 76%; note: some results filed as inactive read as strong as hits
GPR55 beta-arrestin: GPR55 agonists via beta-arrestin recruitment, primary screen, imaging, U2OS cells, beta-arrestin-GFP redistribution (AID 1961). one-dose activation, % at 10 µM; EC50 in µM for titrated hits. U2OS GPR55 beta-arrestin-GFP redistribution imaging; higher % means a stronger effect. 0.048% of 290,000 active;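 active = activation above 40% with more than 50 cells counted in the well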;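 note: U2OS osteosarcoma cells stably expressing GPR55 and beta-arrestin-GFP; plate controls were DMSO negative control for no effect and LPI positive control for full effect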
GPR35 arrestin U2OS: GPR35 antagonists blocking zaprinast-driven arrestin recruitment, primary screen, imaging, U2OS, beta-arrestin-GFP, zaprinast agonist (AID 2058); U2OS GPR35 beta-arrestin-GFP translocation imaging, zaprinast antagonism; higher % means a stronger effect; inhibition, % at 10 µM; hits with a dose series show IC50 in µM; 0.052% of 290,000 active; G-protein coupled receptor 35 (Homo sapiens);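 active = inhibition of at least 50% with at least 30 cells and total cytoplasm GFP at most 10,000,000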
NOD2 inhibition: NOD2 signaling inhibitors, cell-based, luminescence, uHTS, HEK293 (AID 1566); one-dose inhibition, % at 4 µM; EC50 in µM for titrated hits; 0.63% of 290,000 active; HEK293 NOD2/NF-kB luciferase reporter, luminescence; higher % means a stronger effect; note: many of its hits are not listed in these tables
KOR beta-arrestin-1: KOR agonists, beta-arrestin recruitment, primary screen, cell-based, luminescence, uHTS (AID 1777); 0.02% of 280,000 active; Kappa-type opioid receptor (Homo sapiens); KOR beta-arrestin recruitment, luminescence; higher % means a stronger effect; one-dose activation, % at 10 µM; EC50 in µM for titrated hits; in the data active = activation above about 50%, passing the limit was not always enough; note: a part of the inactive calls stands beside numbers as strong as those of hits
NOD1 NF-kB reporter: NOD1 signaling inhibitors, primary screen, cell-based, luminescence, uHTS (AID 1578) | NOD1-driven NF-kB luciferase reporter cells, luminescence; higher % means a stronger effect | 1% of 290,000 active | inhibition, % at 4 µM, or EC50 in µM where a hit was titrated; in the data active = inhibition mostly above about 36%, no sharp cut-off; inactive = mostly below about 34%;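 note: HEK-293T reporter cells stimulated with the NOD1 agonist gamma-tri-DAP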
KOR beta-arrestin-2: KOR antagonists, beta-arrestin recruitment, cell-based, luminescence, uHTS (AID 1778). one-dose inhibition, % at 10 µM; IC50 in µM for titrated hits. Kappa-type opioid receptor (Homo sapiens). 0.091% of 290,000 active. KOR beta-arrestin recruitment, luminescence, antagonist mode; higher % means a stronger effect; note: strong numbers were not always called active
Myeloid diff 2 GFP+ MAC1+ %: recorded beside Myeloid diff 2, whose call it bears; GFP+ MAC1+ double positive, %; measured here: differentiation confirmed by MAC1 staining
An asterisk follows results filed as active; i = inactive; . = not tested or not shown; + = active, no number; [ ] = dose if it differs, or a comment. Cut-off read from the data, not from the text of the source, unless noted: active = inhibition above about 50%; inactive = the rest. An excerpt; rates above refer to the full screens.

Results follow in this order: Myeloid diff 2	Myeloid diff 2 GFP+ MAC1+ %	GPR55 LPI antagonism	HIV peptide binding	GPR55 beta-arrestin	GPR35 arrestin U2OS	NOD2 inhibition	KOR beta-arrestin-1	NOD1 NF-kB reporter	KOR beta-arrestin-2
CC(=O)C(=Cc1cn(-c2ccccc2)nc1-c1ccccc1)C(C)=O
    i	0.0	5.0%	1.1%	-0.2%	3.0%	-17.7%	0.6%	-19.3%	-11.3%
O=C(NN1C(=O)C2C3C=CC(O3)C2C1=O)c1ccncc1 (stereo unspecified)
    i	1.0	-1.3%	1.5%	0.5%	-6.7%	10.6%	1.7%	-25.4%	-10.7%
COc1cccc(C(=O)N2CCN(S(=O)(=O)Cc3ccccc3)CC2)c1OC
    i	1.5	-11.7%	3.2%	0.1%	-4.3%	19.5%	5.6%	-2.2%	21.8%
Cc1ccc(-n2nnc3c(=O)n(CC(N)=O)cnc32)cc1
    i	0.5	2.0%	-1.1%	0.0%	-0.2%	1.1%	-1.8%	-14.0%	-18.6%
CCOC(=O)Cc1csc(NC(=O)/C=C/c2ccco2)n1
    i	0.2	-4.2%	0.5%	-0.1%	9.5%	-38.4%	-0.2%	0.3%	.
C=CCn1c(C(CC(C)C)CC(C)O)n[nH]c1=S (stereo unspecified)
    i	0.4	9.1%	-1.7%	0.3%	-4.0%	3.1%	-1.0%	-19.4%	1.0%
C=CCOc1c(Cl)cc(/C=N/O)cc1OC
    i	4.8	.	0.1%	-0.2%	0.6%	12.9%	-0.9%	24.1%	40.9%
C#CCn1cc(C=C2C(=O)c3ccccc3C2=O)c2ccccc21
    i	0.4	9.1%	72.2%	0.0%	6.5%	11.1%	0.6%	-20.7%	-11.3%
CCOc1ccc(NC(=O)C2CC(=O)N(CC)C(=Nc3ccc4c(c3)OCO4)S2)cc1 (stereo unspecified)
    i	5.8	11.9%	-1.9%	-0.1%	-8.6%	1.8%	-4.4%	.	15.3%
Fc1ccccc1NC(=S)N1CCN(Cc2ccc3c(c2)OCO3)CC1
    i	0.3	7.5%	-1.0%	0.7%	-0.5%	-4.5%	-3.0%	-18.0%	-1.2%
Cc1cnc(NC(=O)COc2cccc3c2OC(C)(C)C3)s1
    i	1.5	17.4%	-0.9%	-0.1%	4.1%	-11.7%	-0.8%	32.5%	-15.2%
N#Cc1ccc(OCC(O)CN2CCN(c3ncc(C(F)(F)F)cc3Cl)CC2)cc1 (stereo unspecified)
    i	0.8	0.7%	-0.2%	0.5%	-25.5%	33.7%	2.3%	10.3%	-54.3%
CSc1nsc(SC)c1C(=O)OCC(F)(F)F
    i	0.0	1.6%	-2.2%	-0.1%	-3.3%	-0.1%	-1.7%	8.4%	37.8%
O=C(O)CC(NC(=O)c1cccc(F)c1)c1ccc(OC2CCCC2)cc1 (stereo unspecified)
    i	0.6	7.1%	0.2%	-0.2%	6.9%	15.7%	-1.4%	-0.2%	1.0%
O=C(CN1C(=O)COc2ccccc21)Nc1ccc2c(c1)OCCO2
    i	4.6	-2.1%	3.6%	-0.3%	-1.0%	-27.6%	7.6%	-13.7%	-14.1%
O=C(CN(c1ccccc1)S(=O)(=O)c1ccc(F)cc1)NC1CCCCCC1
    i	1.0	-12.0%	-2.2%	-0.1%	-3.5%	-68.6%	3.4%	-0.1%	8.8%
CCOC(=O)C1=NN(C(=O)c2cccc(Br)c2)C(O)(C(C)(C)C)C1 (stereo unspecified)
    .	.	19.3%	-1.2%	0.6%	0.2%	15.5%	0.9%	-10.1%	7.7%
Cc1ccc(C(=O)NNC(=O)CSc2nnc(-c3ccncc3)n2C)cc1
    i	1.0	3.4%	-2.3%	0.6%	-4.2%	11.2%	-2.0%	-0.6%	-19.1%
N#C/C(=C/c1ccc(F)cc1)S(=O)(=O)c1ccccc1
    i	0.7	-4.7%	0.1%	-0.2%	4.3%	-23.7%	3.3%	-3.4%	19.1%
COc1ccccc1N1CCN(C(=O)c2ccco2)CC1
    i	0.5	2.2%	-0.4%	-0.2%	9.4%	-18.3%	0.4%	-43.3%	-9.4%

Some of these compounds in order of length of the SMILES, largest number first:
Results follow in this order: Myeloid diff 2	Myeloid diff 2 GFP+ MAC1+ %	GPR55 LPI antagonism	HIV peptide binding	GPR55 beta-arrestin	GPR35 arrestin U2OS	NOD2 inhibition	KOR beta-arrestin-1	NOD1 NF-kB reporter	KOR beta-arrestin-2
N#Cc1ccc(OCC(O)CN2CCN(c3ncc(C(F)(F)F)cc3Cl)CC2)cc1 (stereo unspecified)
    i	0.8	0.7%	-0.2%	0.5%	-25.5%	33.7%	2.3%	10.3%	-54.3%
CCOC(=O)C1=NN(C(=O)c2cccc(Br)c2)C(O)(C(C)(C)C)C1 (stereo unspecified)
    .	.	19.3%	-1.2%	0.6%	0.2%	15.5%	0.9%	-10.1%	7.7%
Cc1ccc(C(=O)NNC(=O)CSc2nnc(-c3ccncc3)n2C)cc1
    i	1.0	3.4%	-2.3%	0.6%	-4.2%	11.2%	-2.0%	-0.6%	-19.1%
O=C(CN1C(=O)COc2ccccc21)Nc1ccc2c(c1)OCCO2
    i	4.6	-2.1%	3.6%	-0.3%	-1.0%	-27.6%	7.6%	-13.7%	-14.1%
N#C/C(=C/c1ccc(F)cc1)S(=O)(=O)c1ccccc1
    i	0.7	-4.7%	0.1%	-0.2%	4.3%	-23.7%	3.3%	-3.4%	19.1%
Cc1cnc(NC(=O)COc2cccc3c2OC(C)(C)C3)s1
    i	1.5	17.4%	-0.9%	-0.1%	4.1%	-11.7%	-0.8%	32.5%	-15.2%
COc1ccccc1N1CCN(C(=O)c2ccco2)CC1
    i	0.5	2.2%	-0.4%	-0.2%	9.4%	-18.3%	0.4%	-43.3%	-9.4%
CSc1nsc(SC)c1C(=O)OCC(F)(F)F
    i	0.0	1.6%	-2.2%	-0.1%	-3.3%	-0.1%	-1.7%	8.4%	37.8%

Carrying on:
Results follow in this order: Myeloid diff 2	Myeloid diff 2 GFP+ MAC1+ %	GPR55 LPI antagonism	HIV peptide binding	GPR55 beta-arrestin	GPR35 arrestin U2OS	NOD2 inhibition	KOR beta-arrestin-1	NOD1 NF-kB reporter	KOR beta-arrestin-2
NC(=O)c1sc2nc3c(c(-c4cccnc4)c2c1N)CCC3
    i	7.4	0.1%	3.4%	0.1%	22.9%	15.9%	-0.3%	-15.2%	-5.4%
CC(=O)Nc1cccc(OCC(O)Cn2c(C)nc3ccccc32)c1 (stereo unspecified)
    i	1.0	13.4%	2.3%	0.8%	-6.5%	5.2%	-5.3%	-31.2%	-3.7%
CSc1ccccc1NC(=O)CN(C)CC(=O)Nc1ccccc1N1CCOCC1
    i	0.5	0.8%	1.9%	0.1%	2.3%	2.5%	7.0%	-16.7%	-10.5%
C=CCN1C(=O)/C(=c2\sc3nc(=O)c(Cc4ccccc4)nn3c2=O)c2ccccc21
    i	0.3	22.7%	0.6%	-0.2%	3.1%	7.1%	-1.5%	-10.0%	3.7%
O=C(CCc1ccccc1)NNC(=O)COc1ccc([N+](=O)[O-])cc1
    i	1.0	19.1%	-1.4%	0.0%	-1.8%	20.4%	-1.9%	-10.1%	12.6%
Cc1nnc(NC(=O)CN2CCN(Cc3c(Cl)cccc3Cl)CC2)s1
    i	0.8	12.6%	0.9%	0.3%	8.7%	7.1%	-3.4%	2.8%	-55.2%[20 µM]
O=C(NCCCn1ccnc1)c1cc(-c2cccs2)on1
    i	0.7	12.9%	-1.9%	-0.1%	-8.0%	-163.3%	7.2%	9.2%	-46.2%
CCS(=O)(=O)Nc1cccc(C2=NN(S(=O)(=O)c3ccc(F)cc3)C(c3cccs3)C2)c1 (stereo unspecified)
    i	0.4	5.1%	-0.9%	-0.2%	-14.7%	22.8%	6.9%	3.0%	-47.7%
O=C(c1cc2cc(Cl)ccc2[nH]1)N1CCCCC1
    i	0.2	9.5%	-0.1%	-0.3%	13.0%	-14.3%	-1.3%	-44.2%	-2.6%[20 µM]
COc1cccc(C(=O)c2c[nH]c(C(=O)NCCCN3CCOCC3)c2)c1
    i	0.3	-1.3%	0.7%	-0.1%	1.2%	9.7%	-6.5%	-19.5%	5.4%[20 µM]
CNC(=O)C1CC(=O)N(CCc2ccc(OC)cc2)C(=Nc2ccc(OC)cc2)S1 (stereo unspecified)
    i	1.0	1.5%	-0.8%	-0.1%	-1.5%	6.9%	10.9%	-7.0%	3.0%
CCOC(=O)CNC(=O)CN1C(=O)CCS(=O)(=O)c2ccccc21
    i	0.7	-10.0%	2.3%	-0.3%	10.8%	2.0%	3.0%	-41.5%	-0.4%
Cc1ccccc1NC(=O)CSCc1nc(N)nc(Nc2ccccc2C)n1
    i	0.9	-6.5%	-1.8%	-0.3%	1.1%	0.1%	0.3%	-2.1%	-14.2%
O=C(CNC(=O)c1ccc(Br)cc1)N/N=C/c1cccnc1
    i	6.8	-3.6%	-1.9%	-0.4%	24.5%	9.9%	4.8%	-5.5%	-13.7%
O=c1[nH][nH]c(-c2ccccc2)c1C=Nc1ccc(Cl)cc1
    i	0.8	-5.5%	-0.4%	-2.3%	13.0%	-28.8%	-1.3%	6.9%	-5.6%
c1ccc(-c2csc(NC3=NCCCCC3)n2)cc1
    i	0.3	-17.9%	-1.1%	-0.3%	11.9%	-53.6%	8.0%	-40.6%	-28.7%
CN1CCN(CC(O)(c2ccc(Cl)cc2)c2ccc(Cl)cc2)CC1
    i	0.4	28.2%	-0.2%	-0.3%	-13.1%	-3.3%	-5.9%	-26.6%	-7.4%
CCn1c(SCC(=O)Nc2ccc(OC)cc2)nc2nc3c(cc2c1=O)COC(C)(C)C3
    i	0.6	0.5%	-1.8%	-0.2%	1.8%	10.6%	-2.0%	-3.9%	19.3%
N#Cc1c(-c2ccccc2)c(C#N)c2nc3ccccc3n2c1N
    +	1.9*	3.6%	2.5%	-0.4%	12.7%	34.2%	3.6%	37.8%	16.3%
Cc1ccc(C(=O)COc2nc(C)nc3ccccc23)cc1
    i	0.6	7.8%	-1.6%	-0.3%	15.9%	9.1%	0.6%	-23.5%	-18.7%
CCOC(=O)C(Sc1n[nH]c(N)n1)c1ccccc1 (stereo unspecified)
    i	2.1	10.7%	-1.8%	-0.1%	5.1%	16.1%	0.1%	-27.6%	12.5%
CSc1ccc(/C=N/n2c(C)cc(C)cc2=O)cc1
    i	1.7	4.4%	1.5%	-0.3%	-9.3%	-48.9%	5.0%	-22.7%	2.9%
